# Source: PubChem
# TSG101-PTAP inh – blocks PTAP/TSG101 interaction to inhibit HIV-1 budding; Q99816; AID 493005; Fluorescence polarization, FITC-PTAP peptide / Tsg101 binding; Potency, µM (highest dose often 115 µM), inactives show at the top dose activity change, negative = inhibition, most hits filed as inhibitors; 340,000 tested, under 10 active; active = well fitted inhibition curve with a large enough effect in the main read-out, with a control signal flat, not every such curve was filed as active; inconclusive = small, poorly fitted or top-dose-only effect, or effect the other way, or a change in a side signal; inactive = no such curve, though single readings can be large or run the other way; note: potency is the fitted concentration of half-maximal effect; % of control where 0% means no effect
#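 Tsg101 binding domain (10 uM final) was mixed with compound and a FITC-labeled PTAP peptide (50 nM final) in HEPES pH 7.5 buffer with NaCl, Tween 20, EDTA and TCEP; fluorescence polarization was read after 20 min at r.t.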
# uPA generation – cell surface uPA generation inhibition; cell surface uPA generation assay, qHTS; Potency, µM (doses to about 38.3 µM), inactives show top-dose activity change, negative = inhibition, most hits filed as inhibitors; actives 0.31% (n = 330,000); AID 540303; active = well fitted inhibition curve with a large enough effect; inconclusive = small, poorly fitted or top-dose-only effect; inactive = no such curve, though single readings can be large or run the other way; tested in mouse RAW 264.7 cells; note: potency is the fitted concentration of half-maximal effect; % is set by controls: 0 for no effect and ±100 for the full control effect; nearly all actives have a fitted effect of over 55% in size
# USP2a inh – USP2a (human) protease inhibition | O75604 | USP2 core, Ub-CHOP2 coupled fluorogenic reporter, 485/531 | Potency, µM (titrated, usually from 38.3 µM), without a hit: at the top dose activity change, negative = inhibition, usual class: inhibitors | actives 0.01% (n = 330,000);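 note: potency is the fitted concentration of half-maximal effect; plate controls were DMSO wells for no effect and full inhibition by NEM control for full effect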
#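 USP2 core (10nM final) preincubated 30min RT with compound in 20mM Tris-HCl pH 8.0, 2mM CaCl2, 2mM beta-mercaptoethanol, 0.05% CHAPS; 25nM Ub-CHOP2 plus 25nM reporter substrate added, fluorescence (Ex485/Em531) read after 60min.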
# Eya2 inh – blocks the phosphatase activity of human Eya2; recombinant Eya2, OMFP fluorescence dephosphorylation (OMFP is methylfluorescein phosphate); Potency, µM (highest dose often 76.9 µM), for inactives: at the highest dose activity, negative = inhibition, usual class: inhibitors; actives 0.006% (n = 330,000); note: potency is the fitted concentration of half-maximal effect; % is set by controls: 0 for no effect and ±100 for the full control effect
# Target sequence (O00167 whole entry, looked up): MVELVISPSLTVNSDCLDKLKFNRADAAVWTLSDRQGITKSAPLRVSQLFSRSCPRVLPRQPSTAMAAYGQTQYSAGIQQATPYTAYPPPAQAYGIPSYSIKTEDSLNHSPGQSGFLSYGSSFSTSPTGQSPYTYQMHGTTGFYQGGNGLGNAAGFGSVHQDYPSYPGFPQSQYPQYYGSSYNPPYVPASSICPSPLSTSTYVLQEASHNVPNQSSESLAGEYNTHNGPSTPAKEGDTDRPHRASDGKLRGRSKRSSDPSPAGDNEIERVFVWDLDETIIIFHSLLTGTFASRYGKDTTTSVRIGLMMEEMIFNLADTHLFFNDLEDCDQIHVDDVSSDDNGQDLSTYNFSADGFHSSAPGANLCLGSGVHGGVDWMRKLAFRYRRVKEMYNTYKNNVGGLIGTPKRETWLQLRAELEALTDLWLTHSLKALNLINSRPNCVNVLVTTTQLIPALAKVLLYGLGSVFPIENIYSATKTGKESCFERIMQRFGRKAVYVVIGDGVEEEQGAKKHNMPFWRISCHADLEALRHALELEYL
#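 Eya2 protein (added as 0.2 uM solution) was preincubated with compound for 10 min at ambient temperature in 50 mM HEPES pH 7.5, 50 mM NaCl, 5 uM MgCl2, 0.05% BSA, 1 mM DTT. OMFP (added at 50 uM) then reacted 10 min; fluorescence read at 485/525 nm.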
# B2AR arrestin – beta2AR (human) beta-arrestin recruitment activity | beta-arrestin recruitment to beta2AR, cell-based reporter | Potency, µM (series often up to 46.1 µM), inactives show at the top dose activation, hits mostly activators | actives 0.02% (n = 330,000);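 note: potency is the fitted concentration of half-maximal effect; 0% = DMSO controls and full agonism = EC100 isoproterenol or metaproterenol; nearly all actives have a fitted effect of over 65% in size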
# Target sequence (P07550 whole entry, looked up): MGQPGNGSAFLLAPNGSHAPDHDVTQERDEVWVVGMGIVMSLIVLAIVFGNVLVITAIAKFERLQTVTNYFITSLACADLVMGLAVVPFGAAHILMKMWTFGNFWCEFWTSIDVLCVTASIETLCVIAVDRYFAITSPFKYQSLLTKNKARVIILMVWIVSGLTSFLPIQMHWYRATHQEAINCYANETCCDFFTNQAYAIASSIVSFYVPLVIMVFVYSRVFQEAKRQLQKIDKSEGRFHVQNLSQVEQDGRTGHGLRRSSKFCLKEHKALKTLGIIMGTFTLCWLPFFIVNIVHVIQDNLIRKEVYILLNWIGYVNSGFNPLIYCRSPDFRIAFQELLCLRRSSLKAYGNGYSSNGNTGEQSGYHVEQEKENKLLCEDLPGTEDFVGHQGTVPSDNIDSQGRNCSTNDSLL
# BRCA1 expr up – BRCA1 expression activation. MCF7-BRCA1-FFLuc reporter, luminescence, 48 h; response scale: scaled: vehicle 0%, 10 µM genistein 100%. AID 624202. Potency, µM (highest dose often 46.1 µM), for the others: at the top dose activation, usual class: activators. actives 1.1% (n = 380,000); note: potency is the fitted concentration of half-maximal effect; nearly all actives have a fitted effect of over 80% in size; some results filed as inactive show a strong effect at the top dose
#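 MCF7-BRCA1-FFLuc cells, 2000/well in phenol-red-free MEM, attached 2 h then treated 48 h at 37 C. Luciferase luminescence read 15 min after reagent; normalized to genistein maximum activation (10microM) and DMSO, concentration-response fitted.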
# S-ASM inh – blocks human secretory acid sphingomyelinase. Potency, µM (series often up to 57.5 µM), for the others: at the highest dose activity change, negative = inhibition, usual class: inhibitors. actives 0.006% (n = 340,000). P17405. placental ASM, HMU-PC fluorogenic substrate, 60 min; note: potency is the fitted concentration of half-maximal effect
#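 qHTS format. ASM enzyme prepared from human placenta hydrolyses the fluorogenic substrate HMU-PC0 (9 uM final) over 60 min at 37 °C after a 10 min compound preincubation.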
# ELG1 genotox – induces genotoxicity in HEK293T cells with luciferase-tagged ELG1; HEK293T ELG1-luciferase reporter, luminescence, 16 h; Potency, µM (doses to about 46 µM), inactives show at the top dose activity change, positive = activation, actives largely listed as activators; actives 1.3% (n = 330,000); AID 504466; note: potency is the fitted concentration of half-maximal effect; % of control where 0% means no effect; nearly all actives have a fitted effect of over 60% in size
#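 Quantitative HTS format in 1536-well plates. HEK293T ELG1-luciferase reporter cells receive test compound and are incubated 16 hr at 37 °C, 5% CO2; ONE-Glo added, 30 min room temperature, then luminescence read.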
# p53 reactivator – mutant p53 re-activation in reporter cells; H1299 p53-A138V BP100-luciferase reporter, luminescence, 24 h; actives 0.063% (n = 320,000); Potency, µM (top dose mostly 92.2 µM), for inactives: top-dose activity change, positive = activation, hits mostly activators; note: potency is the fitted concentration of half-maximal effect; % of control where 0% means no effect; nearly all actives have a fitted effect of over 45% in size
#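 H1299 (p53-null), stable ts p53-A138V + BP100-Luc; 1000 cells/well, Opti-MEM/10% FBS; cpd 4 pt, 1:5; 24 h, 37 deg C, 5% CO2; detection reagent 10 min RT; luminescence.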
# a7 integrin act – activators of alpha7 integrin expression for muscular dystrophy; actives 0.064% (n = 350,000); Potency, µM (top dose mostly 38.3 µM), for inactives: top-dose activation, hits mostly activators; AID 624291; alpha7betagal myoblasts, beta-gal FDG fluorescence, 48 h;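 note: potency is the fitted concentration of half-maximal effect; 100% = response of the positive control SU9516; nearly all actives have a fitted effect of over 60% in size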
#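 Alpha7betagal+/- myoblasts (passage 13) were plated 16-24 hr, then exposed to compounds (1:260 dilution of DMSO stock) for 48 hours at 37C. After MPER lysis, β-galactosidase reporter activity was read as FDG fluorescence (ex 480/em 540) after 30 minutes.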
# TRPV1 ag – human TRPV1 agonism; TRPV1-expressing cells, Fluo-8 calcium influx, agonist mode; activation, % at 8.33 µM; actives 0.19% (n = 320,000); in the data active = activation above about 80%; inconclusive = between about 30% and that limit; note: 0% is about no effect
#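 TRPV1-expressing cells were cultured overnight at 35.5C and loaded with Fluo-8 calcium dye for 40 to 90 min at room temperature. After a 10 s baseline, compound was added and calcium influx was read kinetically for 3 min (ex 480/em 520 nm).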
# An asterisk follows results filed as active; i = inactive; ? = inconclusive; . = not tested or not shown; & = joins results of further samples; [ ] = remark or other dose. Unless noted, calls come from the whole dose curve; as a rule, active = well fitted curve in the direction sought with a large enough effect; inconclusive = small, poorly fitted or top-dose-only effect, or another doubt; inactive = no such curve, though single readings can be large; an effect the other way counts as inactive or inconclusive.
SMILES,TSG101-PTAP inh,uPA generation,USP2a inh,Eya2 inh,B2AR arrestin,BRCA1 expr up,S-ASM inh,ELG1 genotox,p53 reactivator,a7 integrin act,TRPV1 ag
O=c1c(C/C=C/c2ccccc2)c(O)ccn1CCc1c[nH]c2ccccc12,-1%,0%,-1%,-1%,9.1%,-1%,-2%,0%,8%,-18%,0
O=C(O)C1=CC[C@@H](c2ccc(Cl)cc2)N(S(=O)(=O)c2ccc(Cl)cc2)[C@H]1c1ccc(Br)cc1,-3%,14%,-14%,-18%,0.4%,2%,-11%,-12%,17%,3%,.
COc1ccc(NC(=O)[C@H](C)NC(=O)C2CCN(S(=O)(=O)c3ccc(C)cc3)CC2)cc1OC,-7%,0%,0%,0%,0.1%,11%,-2%,2%,-3%,0%,14
CC1CCN(C(=O)Cn2c(=O)n(CCCC(=O)NCc3ccco3)c(=O)c3sccc32)CC1,0%,14%,4%,-3%,-0.1%,-16%,-1%,0%,3%,-52%[inhibitor],1
CC(=O)c1ccc(Sc2ccccc2)cc1,-7%,7%,1%,-3%,0.0%,17%,-2%,0%,21%,4%,?
Cc1ccc(OCC(=O)NCC(=O)Nc2ccc(F)c(F)c2F)c([N+](=O)[O-])n1,-3%,0%,-4%,-1%,0.1%,-2%,0%,0%,-12%,7%,2
O=S(=O)(c1ccc2nc(Nc3ccccc3)ccc2c1)N1CCCCC1,-1%,-4%,-5%,-2%,0.0%,-44%,148%[activator],-7%,28%,0%,5
COc1ccc(Cn2c(SC)nc3ccccc32)cc1[N+](=O)[O-],-7%,.,1%,-5%,0.4%,-24%,12%,4%,0%,-11%,-1
Cc1onc(-c2ccccc2)c1C(=O)N1CCN(C(=O)c2ccco2)CC1,-3%,-11%,-2%,3%,-0.1%,2%,0%,-1%,-11%,15%,1
COc1ccc(N2CCN(CCNC(=O)Nc3ccc([N+](=O)[O-])cc3OC)CC2)cc1,-1%,-2%,-2%,6%,3.4%,-42%,-4%,-3%,-1%,-41%,4
CS(=O)(=O)N(CC(=O)N1CCCC1)c1ccc(Cl)cc1,-5%,-1%,0%,13%,-0.1%,7%,-1%,3%,-42%[inhibitor],21%,4
CCOc1c(Br)cc(C2CC(=O)Nc3cc(OC)c(OC)cc32)cc1OC (centres undefined),-2%,-3%,0%,0%,-0.4%,-20%,-4%,?,-88%[inhibitor],-62%[inhibitor],2
O=C(Cc1cccs1)NCc1ccncc1,-1%,1%,3%,-19%,4.2%,-17%,2%,-1%,-3%,8%,0
CCOc1ccc(CCNC(=O)COC(=O)COc2ccccc2C)cc1OCC,0%,-7%,0%,-7%,-0.2%,-2%,-2%,3%,0%,-4%,0
COc1ccccc1CNC(=O)CN(C)CC(=O)Nc1ccccc1Br,5%,-8%,-3%,2%,-0.2%,-26%,5%,-3%,-5%,17%,.
COc1cccc(C2=CC(=O)CC(C)(C)C2)c1OC,-5%,4%,2%,-7%,-0.6%,-5%,2%,5%,2%,0%,21
N#Cc1cccc(Nc2c3c(nc4ccccc24)CCC3)c1,3%,-2%,0%,-7%,-0.9%,-13%,-1%,-3%,1%,22%,7
CCc1ccc(C(=O)CN2CCSC2=N)cc1,-2%,?,0%,2%,-1.0%,?,0%,?,?,-5%,0
CSC(=NC1CCCCC1)NS(=O)(=O)c1ccccc1,0%&-3%,-6%&-4%,3%,-3%[15.4 µM],0.3%,5%&2%,-2%&2%,-2%,-4%,25%&8%,8
O=C(NC(=S)Nc1ccc(S(=O)(=O)N2CCCCC2)cc1)c1ccc(Cl)cc1,-4%,-1%,-7%,-3%,0.1%,-8%,-7%,-4%,6%,19%,-1
COc1ccc(NC(=O)CN(c2ccccc2)S(=O)(=O)N(C)C)cc1OC,-2%,4%,-2%,-10%,-0.3%,-17%,-1%,-7%,8%,-10%,-3
COCCCNC(=O)C[C@H]1C[C@H](C(=O)N2CCCCC2)[C@@]2(C)c3[nH]c4ccc(Cl)cc4c3CCN2C1=O,-1%,-6%,1%,6%,0.4%,-2%,3%,0%,-1%,-1%,.
Fc1ccc(-n2c(-c3ccco3)nc3nc4ccccc4nc32)cc1,-3%,-5%,-2%,-2%,-1.0%,-8%,i,-1%,-2%,7%,15
COc1ccccc1CNS(=O)(=O)CCNC1CC1,-5%,-4%,.,.,.,12%,3%,.,.,10%,.
Cc1nnc(SCC2=C(C(=O)O)N3C(=O)C(NC(=O)C(C)n4nc(C(F)(F)F)cc4C)C3SC2)s1 (centres undefined),1%,2%,1%,20%,0.4%,-6%,-1%,-3%,7%,20%,-9
Cc1ccc(NC2=NC(C(=O)Nc3ccc(C)c(C)c3)CC(=O)N2)cc1 (centres undefined),0%,-3%,1%,9%,-0.1%,0%,0%,0%,-1%,-15%,0
CC1CCCC(C)N1C(=O)Cn1c(SCC(=O)Nc2ccc3c(c2)OCO3)nc2ccccc21 (centres undefined),-5%,8%,5%,0%,0.1%,-12%,-3%,-1%,2%,8%,26
Nc1nc(N2CCN(Cc3ccccc3)CC2)n[nH]1,0%,1%,6%,-1%,-0.1%,6%,-1%,2%,2%,7%,5
COn1c(SC(C)C)nc2ccccc2c1=O,-2%,.,-2%,-22%,0.5%,7%,-3%,7%,4%,?,-6
O=C(CNC(=O)c1ccccc1F)N/N=C/c1cccs1,-2%,2%,1%,-7%,-0.4%,10µM*,-2%,14%,15%,45%,-4
S=C1SCN(CC2CC2)CN1CC1CC1,-2%,-1%,-1%,-8%,-1.6%,-16%,0%,-8%,2%,-2%,1
CCOc1cccc2sc(Nc3nc4ccc(NC(C)=O)cc4s3)nc12,1%,-17%,2%,0%,-0.2%,-27%,466%[activator],-13%,24%,0%,-3
O=C(CNC(=O)c1ccccc1)NCCc1nc2ccccc2[nH]1,-7%,0%,1%,5%,-0.3%,-23%,0%,-4%,3%,-17%,0
CN(C(=O)c1ccc(NC(=O)Cc2cccc([N+](=O)[O-])c2)cc1)C1CC1,-4%,-4%,0%,1%,0.3%,38%,1%,4%,-10%,4%,10
N#Cc1c(NC(=O)COC(=O)c2ccc(S(=O)(=O)N3CCCC3)cc2)sc2c1CCCCC2,-1%,4%,3%,-6%,-0.5%,-9%,-6%,?,4%,9%,0
CCc1nc2ccc(C(=O)NCc3ccco3)cc2nc1CC,1%,-3%,-1%,14%,0.3%,13%,-1%,3%,4%,-1%,3
COc1ccc(Cn2cc(F)c(=O)n(CCC(C)C)c2=O)cc1[N+](=O)[O-],-4%,1%,-1%,16%,-0.1%,-39%,-5%,5%,-5%,1%,?
CC(C)CC(=O)Nc1nnc(S(=O)(=O)Nc2ccccc2)s1,-11%,7%,7%,-6%,0.0%,23%,3%,4%,-3%,9%,-2
